Screening results (PubChem BioAssay)
APOBEC3G inh: APOBEC3G DNA deaminase inhibitors, primary screen, biochemical, fluorescence, single-stranded DNA substrate, uHTS | DNA dC->dU-editing enzyme APOBEC-3G (Homo sapiens), Q9HC16 | recombinant A3G, ssDNA deamination FAM/TAMRA fluorescence | inhibition, % at 20 µM | 0.28% of 330,000 active | AID 493012, 2011;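 active = inhibition of at least 40% at 20 µM, with no more than 30% in the related APOBEC3A deaminase screen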;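 also: plate controls were DMSO wells with A3G for no effect and wells lacking A3G enzyme for full effect; some compounds called inactive have numbers as strong as hits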
hIAP inh: human IAP inhibitors, primary screen, biochemical, luminescence, uHTS; Intestinal-type alkaline phosphatase (Homo sapiens), P09923; 0.12% of 330,000 active; inhibition, % at 10 µM; purified IAP, CDP-Star luminescence, 30 min;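 active = inhibition reaching a set limit with compound at 10 µM in the primary screen, cut at about 35% in these data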;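 also: plate controls were DMSO wells with enzyme for no effect and no-enzyme buffer wells for full effect; values of inactives mirror those of a sister screen read the other way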
Target sequence (P09923 whole entry, looked up): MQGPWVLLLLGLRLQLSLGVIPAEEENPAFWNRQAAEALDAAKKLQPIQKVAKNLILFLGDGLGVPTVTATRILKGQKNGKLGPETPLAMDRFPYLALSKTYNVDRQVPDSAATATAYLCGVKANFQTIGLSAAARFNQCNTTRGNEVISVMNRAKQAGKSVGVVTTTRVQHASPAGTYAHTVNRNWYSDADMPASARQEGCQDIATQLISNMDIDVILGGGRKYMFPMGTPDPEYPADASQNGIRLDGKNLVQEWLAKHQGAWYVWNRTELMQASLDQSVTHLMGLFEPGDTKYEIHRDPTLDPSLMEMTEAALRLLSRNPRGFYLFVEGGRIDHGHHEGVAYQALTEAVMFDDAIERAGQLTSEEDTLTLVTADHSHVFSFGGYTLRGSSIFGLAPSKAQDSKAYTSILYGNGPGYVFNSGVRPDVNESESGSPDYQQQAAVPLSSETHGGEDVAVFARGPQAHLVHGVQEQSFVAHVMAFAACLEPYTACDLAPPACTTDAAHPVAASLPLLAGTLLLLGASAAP
APOBEC3A inh: APOBEC3A ssDNA deaminase inhibitors, primary screen, selectivity assay for APOBEC3G inhibitor project, biochemical, FAM/TAMRA oligo cleavage fluorescence; DNA dC->dU-editing enzyme APOBEC-3A (Homo sapiens), P31941; recombinant A3A, FAM/TAMRA ssDNA deamination fluorescence; inhibition, % at 20 µM; 0.41% of 330,000 active;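 active = at least 40% inhibition at 20 µM here, with at most 30% in a related deaminase screen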;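 also: plate controls were A3A with DMSO for no effect and wells lacking A3A enzyme for full effect; some results filed as inactive read as strong as hits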
Target sequence (P31941 whole entry, looked up): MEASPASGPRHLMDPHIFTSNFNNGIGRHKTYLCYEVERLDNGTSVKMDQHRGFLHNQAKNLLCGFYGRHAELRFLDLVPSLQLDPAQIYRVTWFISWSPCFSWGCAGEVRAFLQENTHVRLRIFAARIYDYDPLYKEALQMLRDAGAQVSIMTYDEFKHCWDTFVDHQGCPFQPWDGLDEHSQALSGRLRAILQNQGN
GRIN3A LBD mod: binders of NR3A ligand-binding domain, primary screen, biophysical, differential scanning fluorimetry, uHTS; Glutamate receptor ionotropic, NMDA 3A (GRIN3A) ligand-binding domain; NR3A LBD differential scanning fluorimetry, Tm shift; 0% = protein alone, 100% = glycine-bound protein; Tm shift relative to glycine control, % at 25 µM; 2.5% of 340,000 active;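 active = melting temperature shift of at least 10% of the positive control shift, at one fixed dose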
beta cell repl: inducers of MIN6 beta-cell proliferation, primary screen, ATP luminescence, uHTS; proliferation, % at 10 µM; 0.29% of 330,000 active; MIN6 cells proliferation, ATPlite luminescence, 48 h; cells starved in 0.2% serum; 100% = growth in 10% serum; AID 2380, 2010;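 active = compounds whose signal lies at least 3.5 SD above the mean of all wells on their plate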;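 also: 0% = DMSO-treated cells in low-serum medium and 100% = 10% serum control; some compounds called inactive have numbers as strong as hits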
mIAP act: activators of mouse IAP, primary screen, biochemical, luminescence, uHTS; intestinal alkaline phosphatase [Mus musculus]; muIAP, CDP-Star luminescence, 30 min; active compounds read high; 1 = vehicle-only enzyme signal, 0 = enzyme-free wells; activation factor at 10 µM; 0.24% of 330,000 active;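 active = activation factor of at least 2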; also: the source names both 10 and 20 µM as test concentration; values of inactives mirror those of a sister screen read the other way
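System: Mouse IAP enzyme | Also added: CDP-Star substrate | Dosing: Compounds dispensed in DMSO | Schedule: 30 min enzyme-substrate-compound incubation at room temperature | Technique: Chemiluminescence readout | Control set: DMSO-only wells and no-enzyme negative control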
mIAP inh: inhibitors of mouse IAP, primary screen, biochemical, luminescence, uHTS; AID 2806, 2010; inhibition, % at 10 µM; intestinal alkaline phosphatase [Mus musculus]; 0.2% of 330,000 active; purified mouse IAP, CDP-Star luminescence, 30 min;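 active = inhibition of at least 40% at 10 µM in the primary screen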;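 also: plate controls were DMSO with enzyme for no effect and no enzyme wells for full effect; values of inactives mirror those of a sister screen read the other way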
hIAP act: human IAP activators, primary screen, biochemical, luminescence, uHTS; purified human IAP, CDP-Star luminescence, 30 min; active compounds read high; 1 = vehicle-only enzyme, 0 = enzyme-free background; activation factor at 10 µM; 0.16% of 330,000 active;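 active = activation factor of the enzyme at least 2-fold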; also: the source names both 10 and 20 µM as test concentration; values of inactives mirror those of a sister screen read the other way
MPTP inh: mitochondrial permeability transition pore inhibitors, primary screen, biochemical, isolated mouse mitochondria, absorbance | Ca2+ swelling absorbance, 30 min | inhibition, % at 10 µM | 1.4% of 360,000 active;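 active = inhibition of 50% or more, scaled per plate between neutral and stimulator controls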;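 also: 0% = DMSO wells given calcium and 100% = 1 mM EGTA wells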
* = called active by the depositor; nt = no result given.

cpd	structure	APOBEC3G inh	hIAP inh	APOBEC3A inh	GRIN3A LBD mod	beta cell repl
1	CCOC(=O)c1c(C)[nH]c(C)c1C(=O)Cn1nnc(-c2ccccc2C)n1	-2	1	0	-11	2
2	O=C(COC(=O)c1ccccn1)Nc1c(Cl)cccc1Cl	3	1	4	0	2
3	COc1ccccc1CC1S/C(=N/N=C/c2ccco2)NC1=O (stereo unspecified)	-4	-2	2	-2	0
4	Cc1ccc(/C(O)=C2/C(=O)C(=O)N(Cc3cccnc3)C2c2ccccn2)cc1 (stereo unspecified)	-3	-11	-4	-1	-4
5	c1ccc(-c2noc(-c3cccnc3)n2)cc1	0	-14	-1	-1	-2
6	O=C(c1ncc[nH]1)c1cccs1	2	-15	2	-3	-1
7	COc1ccc(N2CCN(C(=O)CSc3ncccc3-c3nc4ccccc4[nH]3)CC2)cc1	-8	-12	-7	-1	-3
8	CC1CCN(C(=O)c2nc[nH]c2C(=O)N2CCc3ccccc3C2)CC1	-14	2	-6	1	2
9	CC1CCCN(C(=O)COC(=O)c2ccc(=O)n(Cc3ccccc3)n2)C1 (stereo unspecified)	-4	-3	-1	2	1
10	O=C(CCNS(=O)(=O)c1ccc(Br)s1)N1CCCCC1	-9	-7	-3	9	-1
11	CCN(CC)C(=O)CCc1nnc(Cc2cccc(C(F)(F)F)c2)o1	-6	-2	-4	-1	-3
12	CN1/C(=C\C(=O)c2cncc(Br)c2)C(C)(C)c2ccccc21	-3	19	-3	-2	-3
13	CCOC(=O)C1CCCN(C(=O)Cc2ccc(Cl)cc2)C1 (stereo unspecified)	-2	-1	2	6	-3
14	CN(c1ccccc1)S(=O)(=O)c1ccc(C(=O)NCc2ccc(F)cc2)cc1	-2	-4	2	-11	-3
15	Cc1cc(=O)oc2cc(OCC3CC(c4ccc(N(C)C)cc4)=NO3)ccc12 (stereo unspecified)	0	6	2	0	-1

cpd	mIAP act	mIAP inh	hIAP act	MPTP inh
1	0.99	1	0.99	14
2	1	0	0.99	-2.0
3	0.87	13	1	-0.6
4	0.95	5	1.1	-1.3
5	1	0	1.1	0.8
6	1	0	1.2	1.1
7	0.88	12	1.1	-0.1
8	0.94	6	0.98	-0.7
9	1	-4	1	-0.8
10	0.99	1	1.1	-2.4
11	0.98	2	1	-2.0
12	0.91	9	0.81	3.2
13	1.1	-10	1	1.3
14	0.98	2	1	0.0
15	0.98	2	0.94	-0.6

Copied from the list.
APOBEC3A inh with #13 → 2
hIAP act with #1 → 0.99
mIAP act with #15 → 0.98

Continuation:
cpd	structure	APOBEC3G inh	hIAP inh	APOBEC3A inh	GRIN3A LBD mod	beta cell repl
16	CC1Cc2ccccc2N1C(=O)COC(=O)c1ccc(Cl)nc1 (stereo unspecified)	-3	4	8	-1	-4
17	Cc1ccsc1/C=N/Nc1ccc(Cl)nn1	-4	4	0	-4	-2
18	Cc1c(C(=O)N2CCCCC2)sc(N)c1C#N	9	-14	-1	-1	0
19	CSc1nc(-c2ccccc2)ccc1C(N)=O	-9	15	-2	0	0
20	COc1ccc(CNCc2ccco2)cc1OCc1ccccc1	-6	-25	-8	nt	-1
21	CCC(=O)N1CCc2cc(Br)cc(S(=O)(=O)Nc3c(C)n(C)n(-c4ccccc4)c3=O)c21	-2	-4	3	nt	1
22	O=C(CSc1nnc(NC(=O)c2ccco2)s1)Nc1ccccc1Br	-9	11	-4	0	-1
23	CCCC(=O)C1=C(c2ccccc2)C(C#N)(C#N)C(C#N)=C1N	-6	6	0	-4	-6
24	Cc1ccc2nc(-c3ccccc3)cc(C(=O)NCCCn3ccnc3)c2c1	0	3	1	-1	-3
25	CCc1nnc(N/N=C/c2c(Cl)cccc2Cl)n1N	-1	-11	0	0	-4
26	Cn1c(=O)n(C)c2cc(NS(=O)(=O)c3ccccc3)ccc21	-8	-3	-5	-2	-1
27	N#CCC(=O)NN=C1CCCCCCCCCCC1	-2	-22	0	-17	-4
28	O=C(NN=C1c2ccccc2-c2ccccc21)c1ccccc1Br	-1	-6	3	-7	-5
29	CC(C)C[C@H](NC(=O)C1CC(=O)N(c2ccc3c(c2)OCCO3)C1)C(=O)NC1CCCC1 (stereo partly specified)	-5	3	-1	0	-2
30	CN(C(=O)c1cccc(NC(=O)C2CCCN(C(=O)OC(C)(C)C)C2)c1)C1CCCC1 (stereo unspecified)	-4	2	-2	-2	-4

cpd	mIAP act	mIAP inh	hIAP act	MPTP inh
16	1.1	-13	0.96	-2.6
17	0.91	9	0.96	1.6
18	0.93	7	1.1	2.1
19	0.99	0	0.85	0.2
20	0.94	6	1.2	0.5
21	1	-2	1	nt
22	0.96	4	0.89	-2.4
23	0.88	12	0.94	2.1
24	1	-2	0.97	-1.6
25	0.93	7	1.1	-1.3
26	1	0	1	-0.6
27	1	0	1.2	0.2
28	0.94	6	1.1	4.1
29	0.92	8	0.97	-0.1
30	1.1	-9	0.98	1.2

Next part
cpd	structure	APOBEC3G inh	hIAP inh	APOBEC3A inh	GRIN3A LBD mod	beta cell repl
31	CCOc1ccc(NC(=S)N2CCC(c3nc4ccccc4[nH]3)CC2)cc1	-10	16	-4	-1	1
32	COc1ccccc1N1CCN(C2CCCCC2NS(=O)(=O)c2ccccc2)CC1 (stereo unspecified)	0	10	-2	-5	-2
33	CC1(C)Cc2c(cnn2-c2ccc(F)cc2)C(NC(=O)CCc2ccncc2)C1 (stereo unspecified)	-5	-10	-5	0	-3
34	COc1cccc(C2NC(=O)NC(C)=C2C(=O)OCC2CCCO2)c1 (stereo unspecified)	-6	0	-2	-2	-1
35	O=C(c1ccc2ncsc2c1)N1CCN(c2cccc(C(F)(F)F)c2)CC1	-5	-7	3	1	-6
36	CC1(C)Cc2c(sc(NC(=O)c3ccc4ncsc4c3)c2C(N)=O)C(C)(C)N1	-5	19	-3	-3	-6
37	O=C(CSc1nnc(CNC(=O)c2c(F)cccc2F)o1)Nc1ccc2c(c1)OCCO2	-8	-2	-2	1	1
38	COCC(C)n1c(C)cc(C(=O)Cn2c(=O)oc3ccccc32)c1C (stereo unspecified)	-1	-13	0	-1	-2
39	COc1ccc(NC(=O)CSc2nc(=O)n(CCN3CCOCC3)c3c2CCC3)c(OC)c1	-6	-8	0	1	2
40	COc1ccc(S(=O)(=O)NC2CCCCCC2)cc1C(N)=O	-10	16	0	4	-3
41	Cc1ccc(/C=N/Nc2nc(N3CCOCC3)nc(N3CCOCC3)n2)o1	-3	-6	53*	0	2
42	Cc1nc2c(nnn2Cc2c(Cl)cccc2Cl)c(=O)[nH]1	14	-16	-2	0	-2
43	CC(C)(C)c1ccc(N2C(=O)CC(C/C=C/c3ccccc3)C2=O)cc1 (stereo unspecified)	-3	-31	-2	1	-1
44	Cc1cc(=O)cc(C)n1-c1ccccc1Br	-8	2	-3	-1	-1
45	Cc1cc(C)nc(NC(=O)c2cccs2)n1	-4	-14	-5	0	-1

cpd	mIAP act	mIAP inh	hIAP act	MPTP inh
31	0.98	2	0.84	-2.8
32	0.95	5	0.9	-1.2
33	1.1	-5	1.1	-1.5
34	0.97	3	1	0.9
35	0.98	2	1.1	-1.7
36	0.93	8	0.81	-0.1
37	1	0	1	0.5
38	0.93	7	1.1	-0.6
39	1	-1	1.1	-0.3
40	1	-3	0.84	0.3
41	0.96	4	1.1	-0.7
42	1	-5	1.2	-1.1
43	0.94	6	1.3	1.3
44	0.95	4	0.98	-1.4
45	1	-5	1.1	0.2

Shown in markdown: part of the list above.
| item | structure | APOBEC3G inh | hIAP inh | APOBEC3A inh | GRIN3A LBD mod | beta cell repl | mIAP act | mIAP inh | hIAP act | MPTP inh |
| --- | --- | --- | --- | --- | --- | --- | --- | --- | --- | --- |
| 35 | O=C(c1ccc2ncsc2c1)N1CCN(c2cccc(C(F)(F)F)c2)CC1 | -5 | -7 | 3 | 1 | -6 | 0.98 | 2 | 1.1 | -1.7 |
| 36 | CC1(C)Cc2c(sc(NC(=O)c3ccc4ncsc4c3)c2C(N)=O)C(C)(C)N1 | -5 | 19 | -3 | -3 | -6 | 0.93 | 8 | 0.81 | -0.1 |

Part of the list above, reduced to GRIN3A LBD mod.
cpd | Compound | GRIN3A LBD mod
38 | COCC(C)n1c(C)cc(C(=O)Cn2c(=O)oc3ccccc32)c1C (stereo unspecified) | -1
41 | Cc1ccc(/C=N/Nc2nc(N3CCOCC3)nc(N3CCOCC3)n2)o1 | 0
34 | COc1cccc(C2NC(=O)NC(C)=C2C(=O)OCC2CCCO2)c1 (stereo unspecified) | -2
31 | CCOc1ccc(NC(=S)N2CCC(c3nc4ccccc4[nH]3)CC2)cc1 | -1

(list continues)
cpd	structure	APOBEC3G inh	hIAP inh	APOBEC3A inh	GRIN3A LBD mod	beta cell repl
46	CCOc1cc(C2NC(=O)c3ccccc3O2)ccc1OC (stereo unspecified)	-6	4	-4	-1	-2
47	CC(=O)N1CCc2ccc(S(=O)(=O)N3CC(C)OC(C)C3)cc21 (stereo unspecified)	-5	-5	-1	-2	0
48	COc1ccc(Cl)cc1NC(=O)C/C(C)=N/NC(=O)c1ccccc1[N+](=O)[O-]	-3	11	5	0	-4
49	Cc1nnc(SCCC#N)n(CCC#N)c1=O	-2	-4	-2	-1	-4
50	COc1ccc(-n2c(=S)[nH]c3sc(-c4ccccc4)cc3c2=O)c(OC)c1	6	-32	4	0	-3
51	Cc1cc(=O)oc2c(C)c(OC3CCCCC3=O)ccc12 (stereo unspecified)	-7	3	-1	5	-1
52	CCOc1ccc(S(=O)(=O)N2CCCC(C(=O)NCc3ccccn3)C2)cc1Cl (stereo unspecified)	-6	-4	2	1	-5
53	CCOc1ccc(/C=C2\CCCc3c2nc2ccccc2c3C(=O)O)cc1OC	-34	15	-14	nt	-1
54	O=C(NCc1ccccc1F)c1cccc(S(=O)(=O)N2CCCCCC2)c1	-7	-4	-3	0	5
55	Nc1nnc(SCC(=O)OCC(=O)Nc2ccccc2F)s1	-4	2	-1	1	-4
56	Cc1c2cnn(CC(=O)Nc3c(F)c(F)cc(F)c3F)c(=O)c2c(C)n1Cc1ccccc1F	45*	-3	27	-7	1
57	COc1ccc(OC)c(NC(=O)c2ccno2)c1	2	5	-2	-2	-3
58	O=C(NCc1nnc(SCC(=O)N2CCCC2)o1)c1ccco1	-6	10	-2	0	2

cpd	mIAP act	mIAP inh	hIAP act	MPTP inh
46	1.1	-8	0.96	0.1
47	0.96	4	1	-0.9
48	1	0	0.89	-0.4
49	1	0	1	0.8
50	0.95	5	1.3	-0.6
51	0.94	6	0.97	-1.3
52	0.86	14	1	-0.3
53	0.88	12	0.85	0.7
54	1.1	-8	1	0.9
55	1.2	-16	0.98	-1.0
56	0.99	0	1	4.4
57	1	0	0.95	-2.4
58	0.96	4	0.9	0.6
